From PubChem BioAssay
mHTT CaM bind: inhibitors of human mutant huntingtin-calmodulin interaction; P42858; AlphaScreen His-mHTT/GST-CaM binding, luminescence; inhibition, % at 15 µM; actives 3.6% (n = 190,000); AID 1671202;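 further: 0% = both proteins with DMSO and 100% = one protein alone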
Pf apPOL block: Pf-apPOL DNA polymerase inhibition; AID 1794808; actives 0.25% (n = 210,000); inhibition, % at 10 µM; Recombinant Pf-apPOL, molecular beacon fluorescence, 1.5 h
The depositor's hits bear a star; x = no result given; & = joins results of further samples. No stated cut-off is given here; in the data, active means inhibition above about 50%; inactive means the rest.

SMILES	mHTT CaM bind	Pf apPOL block
O=C(OCc1cn([C@H]2CN(Cc3cccs3)[C@@H](c3ccc(Cl)cc3)C[C@@H]2O)nn1)c1ccccc1	100.2*	-6.2
CCOC(=O)c1ccc(NC)c(N)c1	x	-6.2
Cc1ccc(CNC(=O)N2CCc3nc(-c4ccc(F)cc4)ncc3C2)cc1	-3.9	-2.0
CCC(=O)N1CCN(c2ccc(NC(=O)c3ccccc3F)cn2)CC1	3.1	-1.6
O=C(NCc1ccc(-n2cccn2)cc1)c1ccc2c(c1)OCO2	-4.5	-3.7
COc1cc([N+](=O)[O-])ccc1N/C=C(\C#N)c1nc(-c2ccc(C)cc2)cs1	-6.3	-1.8
COc1ccc(/C=C(\NC(=O)c2cccs2)C(=O)Nc2ccc(C(C)=O)cc2)cc1OC	20.6	-0.6
COc1cccc(NC(=O)CCN2CCCCCC2)c1	-9.7	-13.2
CN(Cc1ccoc1)C(=O)Nc1ccccc1	3.0	-4.2
O=C1OC2CC1N(C(=O)c1cc(C3CC3)on1)C2 (centres undefined)	-16.5	-0.2
COc1ccccc1C(=O)Nc1ccccn1	-8.4	1.4
Cc1ccccc1NC(=O)N1CCC(c2nc(C(=O)N3CCCC3)c(C)o2)CC1	-0.2	-7.8
O=[N+]([O-])C(/C=C(\Cl)[N+](=O)[O-])=C1Nc2ccccc2N1	88.0*	2.8
CCN(CC)CC(C)CNC(=O)C1CCN(c2nc3ccc(OC)cc3s2)CC1 (centres undefined)	-3.0	-12.0
Cc1ccc(C2=Nc3cccnc3N(CC(=O)Nc3cccc(F)c3)C(=O)C2)cc1C	5.1	-0.7
C=CCn1c(=N)n(CCO)c2ccccc21	1.7	-12.1
COc1ccc(C)cc1NC(=O)C(=O)NCc1cccs1	-5.1	0.3
NNC(=O)CCc1nc2ccccc2[nH]1	-4.8	-15.6
Cn1c(-n2c(CCN3C(=O)c4ccccc4C3=O)nc3ccccc3c2=O)nc2ccccc21	18.0	1.5
CCNC(=O)C1CC(=O)N(C2CCCCC2)C1 (centres undefined)	0.2	1.3
COc1ccc(NC(=O)N2CCc3nc[nH]c3C2)cc1Cl	1.6	-2.9
N#Cc1cnc2ccccc2c1N1CCC(C(=O)Nc2ccccc2)CC1	-5.0	2.6
CCC1(Cc2ccccc2)NC(=O)c2ccccc2O1 (centres undefined)	-3.0	-1.8
Cc1cc(C)c(NC(=O)C(CC(C)C)N2C(=O)c3ccccc3C2=O)c(C)c1 (centres undefined)	6.2	-5.4
Cc1ccc(NC(=O)C2CCCN(C(=O)c3ccccc3F)C2)cc1Cl (centres undefined)	26.4	5.5
O=C1C2C3C=CC(C4CC34)C2C(=O)N1c1ccccc1Cl (centres undefined)	-3.0	-7.0
CS(=O)(=O)c1ccc(C2=C(c3ccccc3)C(=O)OC2)cc1	x	10.9
CCN(Cc1ccccc1)Cc1ccc(N(C)C)cc1	40.7	1.9
CN(C)c1ccc(CNC(=O)CN2C(=O)CCCc3ccccc32)cc1	10.2	-1.2
Cc1ccc(NC(=O)N2CCCC2c2ccc(F)cc2)cc1C (centres undefined)	-0.9	-1.1
COc1ccc(OCCCC(=O)Nc2ccc(OC)c(OC)c2)cc1	13.6	-14.7
O=C(c1n[nH]c2ccccc12)N1CCC(Nc2cccnc2)C1 (centres undefined)	5.0	-1.4
COc1cc(/C(C#N)=C/c2ccccc2F)c([N+](=O)[O-])cc1OC	6.0	-0.4
CCOc1ccc(NC(=O)N2CCCC2c2nc(-c3ccc(F)cc3F)no2)cc1 (centres undefined)	-0.8	0.6
Cc1c(NC(=O)CN2C(=O)c3ccccc3C2=O)c(=O)n(-c2ccccc2)n1C	-4.0	-14.4
CN(Cc1ccccc1)S(=O)(=O)c1cc(Br)cc2c1N(C(=O)C1CC1)CC2	-5.0	-1.0
CNc1nccc(N2CCC(CC(=O)N3CCN(CC(=O)N4CCCC4)CC3)CC2)n1	9.2	-5.8
COc1ccc(N2C(=O)CSC2c2ccccc2F)c(OC)c1 (centres undefined)	6.0	-1.1
O=C(NCC#CCN1CCc2ccccc2C1)c1ccsc1	-0.4	-2.1
COc1ccccc1N(CC(=O)O)S(C)(=O)=O	-4.3	-9.0

6 structures from above, sorted by SMILES length, low to high.
SMILES	mHTT CaM bind	Pf apPOL block
NNC(=O)CCc1nc2ccccc2[nH]1	-4.8	-15.6
O=C1OC2CC1N(C(=O)c1cc(C3CC3)on1)C2 (centres undefined)	-16.5	-0.2
O=C(NCc1ccc(-n2cccn2)cc1)c1ccc2c(c1)OCO2	-4.5	-3.7
Cc1ccc(NC(=O)C2CCCN(C(=O)c3ccccc3F)C2)cc1Cl (centres undefined)	26.4	5.5
CNc1nccc(N2CCC(CC(=O)N3CCN(CC(=O)N4CCCC4)CC3)CC2)n1	9.2	-5.8
O=C(OCc1cn([C@H]2CN(Cc3cccs3)[C@@H](c3ccc(Cl)cc3)C[C@@H]2O)nn1)c1ccccc1	100.2*	-6.2

New compounds follow.
SMILES	mHTT CaM bind	Pf apPOL block
Cc1cc(NC(=O)C2CCc3nc(N4CCOCC4)ncc3C2)ccc1F (centres undefined)	-0.2	-4.3
CCc1ccc(-c2csc(Nc3cccc(OC)c3)n2)cc1	67.1*	2.2
Cc1cc(S(=O)(=O)n2cnc3ccccc32)c(Cl)cc1Cl	-3.0	-5.6
CCOc1ccccc1NC(=O)CSc1nc2c(c(=O)n1C)SC(C)C2 (centres undefined)	2.0	1.8
CCC(C)NC(=O)Cn1ccc2sccc2c1=O (centres undefined)	-1.8	3.5
Cc1ccc(-c2cn3cccnc3n2)cc1	2.9	-12.5&-9.0
O=C(NCC1CCN(C(=O)Oc2ccccc2)CC1)c1cc(-c2ccco2)on1	2.9	2.7
O=C(Nc1ccc(F)cc1)c1ccc2nc(N3C(=O)CCC3=O)sc2c1	3.9	-4.6
COc1ccc(C2C=C(c3ccc(Br)cc3)Nc3nc(CCCO)nn32)c(OC)c1 (centres undefined)	42.0	-2.5
Cc1cc(C(=O)NCCn2nc(-c3ccccc3)n(C)c2=O)c(C)o1	-7.1	-6.5
COc1ccc2nc(N3CCC(C(=O)NCc4ccco4)CC3)sc2c1	3.0	0.7
Cc1ccc(CCNC(=O)C2CCN(c3nc4ccc(C)cc4[nH]3)CC2)cc1	1.0	-13.0
COc1ccc(-c2cc(=O)oc3cc(OC(C(=O)O)c4ccccc4)ccc23)cc1 (centres undefined)	32.0	-7.0
COc1ccc(OC)c(-c2cc(C(=O)N3CCN(c4ccccn4)CC3)[nH]n2)c1	3.2	-6.7
Cc1ccccc1NC(NC(=O)c1cccs1)C(=O)c1ccccc1 (centres undefined)	21.0	2.1
COc1cc(/C=C2\SC(=O)NC2=O)c([N+](=O)[O-])cc1OC	-4.0	0.2
Cc1cc(C)c2cc(C(=O)Nc3ccccc3SCc3cccc(Cl)c3F)[nH]c2c1	x	-5.9
CC1C(=O)N2CCCc3cc(NC(=O)C(=O)NCc4ccc5c(c4)OCO5)cc1c32 (centres undefined)	24.6	3.7
CN(C)c1nc(N)nc(CN(C)S(=O)(=O)c2ccccc2)n1	-3.2	x
Cc1cccc(CSc2nnc(CNC(=O)c3ccc(S(=O)(=O)N(C)C)cc3)o2)c1	-5.9	-11.4
CCn1c(SCC(=O)Nc2ccc(C)cc2)nnc1-c1cccs1	-1.8	-4.2
COc1ccc(CNC(=O)NCC2(c3cccs3)CC2)cc1	-9.9	-3.7
CS(=O)(=O)N1CCC(c2nc(-c3ccccc3)no2)C1 (centres undefined)	-3.7	-11.5
Cc1ccc(-c2ccc(N3CCN(S(C)(=O)=O)CC3)nn2)cc1C	-7.7	-6.2
CCN(CC)CC(O)CN1C(=O)NC(C)(C)C1=O (centres undefined)	-2.0	5.0
O=[N+]([O-])c1ccc(NCCNS(=O)(=O)Cc2ccccc2)c(Cl)c1	17.2	-14.0
CCC(NS(=O)(=O)c1ccccc1)(C(=O)O)c1ccccc1 (centres undefined)	-3.0&-3.7	-5.4&-2.7
Cc1cc(=O)n2[nH]c(C)c(-c3ccc(Cl)cc3)c2n1	-3.1	-6.6
CN(C)c1cc(OC2CCN(C(=O)c3n[nH]c4c3CCCC4)C2)ncn1 (centres undefined)	23.3	2.6
O=C(NCC1(O)CCc2ccccc2C1)C1CC=CCC1 (centres undefined)	-5.4	2.5
COc1ccccc1OCC(=O)Nc1ccc(S(=O)(=O)Nc2nccs2)cc1	7.7	-15.4
CCOc1ccc(C2CC(c3ccc(OC)cc3)Nc3nc(N)nn32)cc1 (centres undefined)	5.7	-2.6
COc1cc(/C=C2\C(=O)ON=C2C)ccc1OCc1ccc(F)cc1	99.0*	-1.8
O=C1CC(c2cccs2)CC2=C1C(c1ccc(F)cc1)Nc1ccccc1N2 (centres undefined)	18.0	-19.1
O=C(Nc1cccc(Br)c1)c1ccc(OC2CSC2)cc1	-10.0	1.7
CCc1ccc(OCC(=O)Nc2cc(F)ccc2C)cc1	-26.5	4.1
COc1ccccc1/C=c1\sc2nc(=O)c(C)nn2c1=O	0.0	-2.9
O=c1c(-c2ccccc2)c(O)c2cccc3c4c(n1c23)CCCC4	x	11.7
Nc1ccccc1-c1nnc(SCC(=O)c2ccc(F)cc2)o1	-13.5	-3.7
CCOc1ccc2c(c1)SC(CC(=O)Nc1ccccc1[N+](=O)[O-])C(=O)N2 (centres undefined)	-3.3	1.6
O=C(NNc1c([N+](=O)[O-])cc(C(F)(F)F)cc1[N+](=O)[O-])c1ccco1	x	4.9
COc1ccc(CNC(=O)c2c(O)c3cccc4c3n(c2=O)CC4)cc1	7.0	-5.7
COCC(C)(O)CNC(=O)c1cc(OC)cc(OC)c1 (centres undefined)	-6.1	-1.1
O=C(CSc1nc2ccccc2s1)Nc1ccccc1F	-30.2	26.6
Cc1ccc2cccc(N3C(=O)Nc4cc(Cl)c(Cl)cc4N3O)c2n1	0.0	5.8
O=C(CSc1nc2c(c(=O)n1-c1ccc(Cl)cc1)SCC2)N1CCc2ccccc21	0.0	-2.2
CC(C)CCNC(=O)c1ccc2ncnc(N3CCOCC3)c2c1	0.3	0.6
Cc1ccccc1C(N)C(=O)O (centres undefined)	0.6	-1.5
O=C(Nc1noc2ccccc12)Nc1noc2ccccc12	-1.7	-2.5
CCN(CC)C(=O)CSc1nc(O)cc(=O)[nH]1	-1.5	-2.5
Further compounds follow:
SMILES	mHTT CaM bind	Pf apPOL block
Cc1cc(=O)[nH]c(Sc2c(-c3ccccc3)c3ccccc3[nH]c2=O)n1	3.5	-0.5
CC(=NNC(N)=S)c1cccs1	x	0.4
COc1cccc(-c2nc(C3CCN(C(=O)c4cccc(OC)c4OC)CC3)no2)c1	13.2	3.1
CCn1c(=O)c(C(=O)NCc2ccccc2Cl)c(O)c2ccccc21	11.0	-1.7
CCOC(=O)c1c(-c2ccccc2)oc2cc(Br)c(OCC(N)=O)cc12	0.7	0.2
CCOC(=O)N1CCc2nn(CC(=O)Nc3ccc(Cl)cc3)c(=O)cc2C1	32.4	-3.1
Cn1cc2c3c(cccc31)CN(C(=O)c1ccc(Br)o1)CC2	47.3	-4.1
CC(C)c1ccc(C(=O)Nc2ccc(N(C)C)cc2)cc1	9.8	-1.9
COc1ccc(C(=O)N2CCCC(COc3ccc(C(=O)NC4CC4)cc3)C2)cc1F (centres undefined)	1.8	-1.7
O=[N+]([O-])c1ccc(N2CCN(Cc3ccccc3)CC2)cc1NC1CC1	26.6	-6.6
CCc1nc2c(NC(=O)COC)cccn2n1	-2.4	0.9
Cn1c(=O)c(-c2nc(-c3ccc(F)cc3)no2)c(O)c2cc(F)ccc21	-3.1	-3.9
CCn1cc2c3c(cccc31)CN(C(=O)c1ccc(OC)cc1)CC2	44.1	-4.3
C=C(C)CN(CC)Cc1ccccc1[N+](=O)[O-]	-7.1	-4.1
CC1=NN(c2ccccc2)C(=O)/C1=C/c1ccc(Oc2ccc([N+](=O)[O-])cc2[N+](=O)[O-])cc1	52.0*	0.5
O=C(c1ccccc1)N1CCN(C(C(=O)N2CCOCC2)C2CCCC2)CC1 (centres undefined)	10.3	3.6
CCc1ccc(NC(=O)c2ccc(OC)cc2)cc1	-0.7	-0.6
Cc1ccc(C2CC(=O)Oc3cc4c(cc32)OCO4)cc1 (centres undefined)	18.5	27.7
CC1(C)CC(=O)C=C(Nc2ccc(Br)cc2F)C1	-5.7	-1.6
O=C(CCCS(=O)(=O)c1ccc(F)cc1)NCc1ccccc1	-11.0	-4.6

A second format for part of the listing above:
Cn1c(=O)c(-c2nc(-c3ccc(F)cc3)no2)c(O)c2cc(F)ccc21
  mHTT CaM bind: -3.1	Pf apPOL block: -3.9
CCn1cc2c3c(cccc31)CN(C(=O)c1ccc(OC)cc1)CC2
  mHTT CaM bind: 44.1	Pf apPOL block: -4.3
C=C(C)CN(CC)Cc1ccccc1[N+](=O)[O-]
  mHTT CaM bind: -7.1	Pf apPOL block: -4.1
CC1=NN(c2ccccc2)C(=O)/C1=C/c1ccc(Oc2ccc([N+](=O)[O-])cc2[N+](=O)[O-])cc1
  mHTT CaM bind: 52.0*	Pf apPOL block: 0.5

(cont.)
SMILES	mHTT CaM bind	Pf apPOL block
COc1ccccc1C1CN(C(=O)c2ccccc2)CC1C(=O)N1CCOCC1 (centres undefined)	5.1	-5.3
Cc1ccc(CN2CCN(C3CCN(C(=O)Nc4ccc5c(c4)OCO5)CC3)C2=O)cc1	14.9	-1.1
CCOc1ccccc1NC(=O)Cn1c(=O)n(Cc2cccs2)c(=O)c2ncccc21	15.7	-0.8
CCc1ccc(-c2noc(N)c2C#N)s1	-0.8	x
CC1CCN(c2ccc(-c3c(C#N)c(N)n4c(nc5ccccc54)c3C#N)cc2[N+](=O)[O-])CC1	-2.0	-1.0
Cn1cnnc1C1CCCCN1C(=O)NCCc1ccccc1 (centres undefined)	3.8	3.3
CCCCc1nc(SCC(=O)c2ccccc2)n[nH]1	-1.6	2.1
CCOc1ccc(Cc2nc(-c3nonc3N)no2)cc1OCC	-5.0	-2.5
Cc1nc2c(C(=O)NCCc3ccccc3)c[nH]n2c(=O)c1Cc1ccc(F)cc1Cl	32.0	-11.6
Cc1ccc(NC(=O)c2nnn3c2COC(c2ccc(F)cc2)C3)c(Br)c1 (centres undefined)	-5.8	-3.7
CCCCNC(=O)c1oc2ccc(S(=O)(=O)N(C)C3CCCCC3)cc2c1C	-11.0	0.2
COc1ccccc1N(CC(=O)N1CCOCC1)S(=O)(=O)c1ccc(C)cc1	-4.4	-6.8
